Screens: PubChem BioAssay, several laboratories
RmlCD inh mix – RmlC and RmlD coupled enzyme inhibitors, primary screen, biochemical, 384-well, compound mixtures, retest. RmlC/RmlD coupled enzyme inhibition, 384-well mixture HTS. inhibition, % at 5.5 µM. actives 0.39% (n = 110,000). AID 1532, 2009; in the data active means inhibition above about 30%, passing the limit was not always enough; inconclusive means no clear call, values can overlap the other calls; further: strong numbers were not always called active
HIV RNase H inh – HIV-1 RT RNase H inhibitors, primary screen, biochemical, fluorescence. RT-RNase H RNA/DNA duplex cleavage. inhibition, % at 10 µM. actives 1.9% (n = 65,000); in the data active means inhibition above about 50%
Numbers without * were called inactive; u = inconclusive; x = no result given. The list is partial; count on the stated rates, not on these rows.

SMILES	RmlCD inh mix	HIV RNase H inh
COCCCNC(=O)C(F)(F)C(F)(F)C(=O)NCCCOC	-7.4	-5.8
CCOC(=O)CNC(=O)C1c2cc(OC)c(OC)cc2C(=O)N(C)C1c1ccccc1F (stereo unspecified)	-8.3	0.1
COc1ccc(C2=NOC(C(=O)NCc3ccccc3)C2)cc1 (stereo unspecified)	x	-3.5
CCc1nnc(NC(=O)CSc2nc(C3CCCCC3)nc3ccccc23)s1	-7.9	x
COc1ccccc1CCNCc1ccc(OC)c(OCc2ccccc2)c1	2.3	x
O=C(Nc1ccc(S(=O)(=O)N2CCCc3ccccc32)cc1)C1CCCO1 (stereo unspecified)	-15.0	0.0
CN(C(=O)c1cccnc1)c1nnc(-c2cnccn2)s1	4.5	-4.8
CSCc1cc(N(C)C)nc(SCc2ccc(Cl)cc2Cl)n1	0.3	x
CCN=C1SC(CC(=O)Nc2ccc(C)cc2)C(=O)N1CC (stereo unspecified)	0.0	1.5
Cc1ccc(S(=O)(=O)c2nc(N3CCOCC3)sc2Cl)cc1	24.4	-4.3
COC(=O)Nc1ccc(S(=O)(=O)N2CCCCC2)cc1	2.6	x
O=C(C/C=N/OCc1ccc(Cl)cc1Cl)c1ccc(Cl)cc1	11.7	x
COc1cccc(OCCOc2cccc(/C=N/n3cnnc3)c2)c1	-6.9	-19.6
OCC[C@H]1C[C@@H](O)[C@H](O)[C@]2(CCCCO2)O1	-6.6	x
O=C(COc1ccc2ccccc2c1)Nc1nc2ccccc2[nH]1	-12.6	x
O=C(CN1C2=NCCCN2c2ccccc21)c1cccs1	-18.8	3.0
COc1cccc2cc(C(=O)N3CCN(C(=O)c4ccccc4)CC3)c(=O)oc12	6.3	x
Nc1ccc(-c2ccc(N)cc2C(F)(F)F)c(C(F)(F)F)c1	-15.9	-5.0
Nc1ccc(S(=O)(=O)N2CCCCC2c2cccnc2)cc1 (stereo unspecified)	-19.2	-13.9
CC(C)OC(=O)c1nnn(-c2nonc2N)c1CN1CCCCCC1	4.5	-5.9
NCCCC[C@H]1CNC(=S)N1CC1(c2ccccc2)CC1	1.9	x
Cc1cc(C(=O)NC2CCCc3ccccc32)no1 (stereo unspecified)	4.6	-3.1
CO/N=C/c1ccc(N2CCN(C(=O)c3cccc(Cl)c3)CC2)c([N+](=O)[O-])c1	u	x
COc1ccccc1N(C(=O)Cn1nnc2ccccc21)C(C(=O)NCc1ccco1)c1ccc(C)o1 (stereo unspecified)	-28.6	3.6
COC(=O)c1cc(=O)n(CCc2ccccc2)c(=Nc2ccc(F)cc2)s1	-8.6	x
CCOC(=O)C(C)c1nc2ccccc2[nH]c1=O (stereo unspecified)	-8.3	-33.2
COc1ccccc1-c1nnc(NC(=O)c2ccccc2F)o1	-9.2	-5.0
CCCCN1C(=O)C2ON(c3ccccc3C)C(c3ccco3)C2C1=O (stereo unspecified)	-8.3	3.4
O/N=C(/CCc1ccccc1)C1(O)CCCCC1	1.2	x
Cc1cccn2c(=O)c3cc(C(=O)NC(C)c4ccccc4)c(=N)n(CCCn4ccnc4)c3nc12 (stereo unspecified)	x	6.3

Grouped by structure: the compounds so far containing an aryl thioether with sulfur outside any ring
SMILES	RmlCD inh mix	HIV RNase H inh
CCc1nnc(NC(=O)CSc2nc(C3CCCCC3)nc3ccccc23)s1	-7.9	x
CSCc1cc(N(C)C)nc(SCc2ccc(Cl)cc2Cl)n1	0.3	x

Next section
SMILES	RmlCD inh mix	HIV RNase H inh
CCNC(=O)CN(c1ccccc1)S(=O)(=O)c1ccc(Cl)cc1	7.6	x
CCC(C)N(C(=O)c1csnn1)C(C(=O)NC(C)(C)C)c1ccccc1 (stereo unspecified)	1.4	x
COC(=O)c1ccccc1NC(=O)c1cc2ncc(Br)cn2n1	-1.5	31.6
COC(=O)c1cc(Br)c(=O)n(CCc2ccccc2)c1	-8.1	2.4
CCn1c(CNC(=O)c2cccc(C)c2)nnc1SCC(=O)NC1CCCCC1C (stereo unspecified)	-13.8	x
Cc1nc2ccccc2nc1N1CCCCC1	5.8	-11.7
COc1cccc(/C=N/NC(=O)C(=O)NCc2cccnc2)c1	-7.7	x
Cc1cccc(C(=O)N2CCCCCC2)c1	-11.3	x
COc1cccc(NC(=O)Nc2cccn(Cc3ccccc3)c2=O)c1	2.8	x
O=C(NCc1ccccc1)c1onc(CSc2ccncc2)c1C(=O)NCc1ccccc1	2.0	x
c1cc(-c2nnc3n2CCCCC3)ccn1	6.4	4.2
CCCOc1cccc(C2/C(=C(/O)c3ccc(F)cc3)C(=O)C(=O)N2CCN(C)C)c1 (stereo unspecified)	2.0	14.2
CCS(=O)(=O)CCSc1nc2ccccc2s1	-11.4	0.8
Nc1ccc(SCCN2C(=O)c3ccccc3C2=O)cc1	-5.5	-9.8
CCOC(=O)[C@@H]1[C@H]2COc3ccccc3[C@@H]2N2C(=O)N(c3cccc(F)c3)C(=O)[C@]12C	-13.4	x
COC(=O)[C@@H]1C[C@@H]2CC[C@@H](O)C[C@@H]2N1Cc1ccccc1OS(=O)(=O)c1ccc(C)cc1	-15.4	x
CC(C)CNC(=O)CSc1nnc(-c2ccccn2)n1Cc1ccccc1	5.2	6.6
CCCCNC(=O)c1sc2nc(C)cc(COC)c2c1-n1cccc1	x	-6.7
COC(=O)c1cc(C(=O)OC)n(Cc2ccc(F)cc2)n1	24.2	-16.4
Cc1nn2c(N)csc2nc1=O	-7.3	42.1
Cc1c(C(=O)N2CCN(CCc3ccccc3)CC2)oc2ccccc12	-4.6	1.3
Cc1ccc(C)n1-n1cnc2sc3c(c2c1=O)CCC3	-5.4	-1.0
CN(C)C1=NC(N(C)C)=NP(N(C)C)(N(C)C)=N1	-8.1	-2.5
Cc1[nH]nc2c1-c1nc3ccccc3nc1C(C)(C)C2	7.7	-9.5
Cc1ccccc1NC(=O)c1ccc2c(c1)OCCO2	-3.2	x
Cc1ccc(NC(=O)CSc2nnc(CCNC(=O)OC(C)(C)C)o2)c(C)c1	-9.9	x
O=C1CC(c2ccc(O)cc2)Oc2cc(O)cc(O)c21 (stereo unspecified)	-9.2	x
CCOC(=O)Nc1c(C(=O)OC)[nH]c2cccc(OC)c12	4.5	-6.8
CN(C(=O)c1ccco1)c1nc2c(s1)CCCC2	-9.9	x
CS(=O)(=O)N1CCN(c2nc(-c3ccc(F)cc3)cs2)CC1	7.2	-1.9

Structures shown so far containing a tert-butyl group:
SMILES	RmlCD inh mix	HIV RNase H inh
CCC(C)N(C(=O)c1csnn1)C(C(=O)NC(C)(C)C)c1ccccc1 (stereo unspecified)	1.4	x
Cc1ccc(NC(=O)CSc2nnc(CCNC(=O)OC(C)(C)C)o2)c(C)c1	-9.9	x

Additional entries follow:
SMILES	RmlCD inh mix	HIV RNase H inh
CC(C)Oc1cccc(C(=O)O)c1	-29.8	5.5
O/N=C/c1ccccc1OCc1ccc(Cl)cc1	3.7	x
Cc1ccccc1N=C1Nc2ccccc2CS1	x	-11.6
CCOc1cc(/C=C2/SC(=O)N(CC(=O)N3CCc4ccccc4C3)C2=O)ccc1OCC(=O)O	20.7	x
CN(C)S(=O)(=O)c1ccc(NC(=O)c2cccnc2)cc1	-7.6	x
COc1ccc2nc(NC(C)=O)sc2c1	2.1	x
COc1ccc(NC(=O)NC2CC3CCCC(C2)N3Cc2ccccc2)cc1 (stereo unspecified)	13.6	x
CC(=O)c1ccc2c(c1)N(C)c1ccccc1S2	-6.7	x
Cc1ccccc1-n1c(=O)cc(N2CCc3ccccc3C2)[nH]c1=O	-0.8	-21.3
O=C1CCCC(NCCCCCCNC2=C([N+](=O)[O-])C(=O)CCC2)=C1[N+](=O)[O-]	12.8	x
O=C1c2ccccc2S(=O)(=O)c2cc(N3CCN(c4ccccc4)CC3)ccc21	9.6	x
NC(=O)c1c(NC(NC(=O)c2ccco2)(C(F)(F)F)C(F)(F)F)sc2c1CCCC2	-9.2	21.5
Cc1noc(C)c1COC(=O)c1ccccc1Sc1ccccc1C#N	-1.3	-53.1
NC(=O)CN1CCN(C(=O)Nc2ccccc2)CC1	-13.2	-17.9
Brc1ccc(/C=C/C=N/Nc2nc3ccccc3s2)cc1	-23.0	x
CC(C)CC(=O)Nc1ccccc1-c1nnn(CC(=O)N2CCOCC2)n1	-10.0	-13.4
Cc1ccc(NC(=O)C2CCCN2C(=O)NC2CCCCC2)c(C)c1 (stereo unspecified)	21.1	x
C#CC(C)(CC)NC(=O)Cn1nnc(-c2ccc(S(C)(=O)=O)cc2)n1 (stereo unspecified)	-33.9	-24.9
COc1ccc([C@H]2/C=C\CN(Cc3ccc(N(C)C)cc3)[C@@H](C)C(=O)N2Cc2ccc(F)cc2)cc1	-0.3	x
COC(=O)C1=C(c2cccc(OC)c2OC)C[C@@H]2CC[C@H]1N2C(=O)NCc1cccc2ccccc12	0.3	x

Gathered by group: the compounds so far containing an NH in an aromatic ring
SMILES	RmlCD inh mix	HIV RNase H inh
O=C(COc1ccc2ccccc2c1)Nc1nc2ccccc2[nH]1	-12.6	x
CCOC(=O)C(C)c1nc2ccccc2[nH]c1=O (stereo unspecified)	-8.3	-33.2
Cc1[nH]nc2c1-c1nc3ccccc3nc1C(C)(C)C2	7.7	-9.5
CCOC(=O)Nc1c(C(=O)OC)[nH]c2cccc(OC)c12	4.5	-6.8
Cc1ccccc1-n1c(=O)cc(N2CCc3ccccc3C2)[nH]c1=O	-0.8	-21.3

(more compounds)
SMILES	RmlCD inh mix	HIV RNase H inh
Cc1cc(C)cc(OC(C)c2ccnc3nc(/N=C/N(C)C)nn23)c1 (stereo unspecified)	u	x
Cc1cccc(C)c1OCC(O)CN1CCC(CN2C(=O)c3cccc4cccc(c34)C2=O)CC1 (stereo unspecified)	3.7	x
Cc1nn(C)c(C(=O)Nc2ccn(Cc3ccccc3F)n2)c1[N+](=O)[O-]	4.6	x
CNc1ccccc1-c1nc2ccccc2n(C)c1=O	-6.6	-8.6
CCN1C(=O)/C(=C2\C=Cc3ccccc3N2CC)SC1=S	-14.2	x
CCCCOc1ccc(/C=C2/Sc3ccccc3C2=O)cc1	7.1	x
COc1ccccc1N1CCN(C(=O)C(F)F)CC1	-7.5	-5.1
O=C(NCc1cccs1)C1CCN(S(=O)(=O)c2cccs2)CC1	6.0	-7.3
CC(=O)C(C)Oc1cc(C)cc2oc(=O)c(C)c(C)c12 (stereo unspecified)	39.4	-15.4
Cc1noc(C)c1C(=O)N(CC(=O)NC1CCCC1)Cc1ccccc1F	-15.9	x
COc1c(F)c(F)c(C(=O)Nc2ccc(N3CCN(Cc4ccccc4)CC3)cc2)c(F)c1F	6.1	x
N#Cc1ccsc1NC(=O)CSc1ncn[nH]1	61.4	-1.5
OC1(C2(O)CC(c3ccccc3)ON2)CCCCC1 (stereo unspecified)	-9.2	-2.7
CCOC(=O)CN1C(=O)N[C@H](c2ccc(Br)cc2)C(C(C)=O)=C1C	-8.6	x
COC(=O)c1ccccc1-c1ccc(/C=C2\C(=O)N(c3ccccc3)N=C2c2ccccc2)o1	-0.3	x
O=C(c1noc2c1CCCC2)N1CCOCC1	u	-8.3
O=C(CC1CCS(=O)(=O)C1)Nc1ccc[nH]c1=O (stereo unspecified)	26.0	-4.8
Cc1ccccc1OCCSc1nnc(-c2ccncc2)n1C	-30.4	x
CC(C)(C)c1ccccc1NC(=O)c1cccnc1	-14.8	1.8
C=CCc1ccccc1OCC(O)CNC(C)C (stereo unspecified)	7.2	-1.8
S=C(NCCN1CCOCC1)N/N=C/c1ccccc1	2.2	x
Cc1cc(NC(=O)Nc2cc(C)nn2-c2ccccc2)n(-c2ccccc2)n1	3.4	-16.2
C=C(C)c1cccc(C(C)(C)NC(=O)N2CCCC(C)C2)c1 (stereo unspecified)	-8.2	x
O=C(CSc1ccc2nnc(-c3ccccn3)n2n1)NCc1ccco1	9.0	2.9
CCC(c1nnnn1Cc1ccco1)N(CCc1ccccc1)Cc1cc2cc(C)ccc2[nH]c1=O (stereo unspecified)	-4.4	61.3*
CC(C)(C)c1nc(N2CCN(C(=O)c3ccco3)CC2)c2nnn(Cc3ccccc3Cl)c2n1	-7.6	-3.5
CCC(=NCCCN(CC)CC)c1c(O)n(-c2ccccc2)c(=O)[nH]c1=O	-11.4	0.3
CCOCCCNC(=O)c1cn(C)c2ccc(S(=O)(=O)N(C)C3CCCCC3)cc2c1=O	x	-2.1
N#Cc1cnn2c1nc(N1CCCCC1)c1ccccc12	-30.7	x
Cc1ccc(C)c(-c2nc3cc(N)ccc3o2)c1	-19.3	-44.1
COc1ccc(/C=N/NC(=O)COc2ccccc2-c2ccccc2)cc1	1.8	x
COCCNC(=O)C(C)N(c1ccc(OC)cc1)S(C)(=O)=O (stereo unspecified)	-1.4	x
Cc1nnsc1NC(=O)OCC(C)(C)C	-11.8	x
CC(=O)Nc1nc2ccc(Br)cc2s1	x	-19.4
CC(C)C(=O)NNc1nc2ccccc2s1	-20.4	x
CC(=O)Oc1ccc(N2C(=O)CC(N3CCOCC3)C2=O)cc1 (stereo unspecified)	-4.2	10.5
Cn1cccc1-c1nc2ccccc2n1Cc1ccccc1	2.9	-32.1
O=C(NCCc1ccccc1)c1cc(-c2ccco2)on1	4.0	-8.0
Cc1ccc(-c2noc(CN(C(=O)CCCCCN3C(=O)c4ccccc4C3=O)C(C)C)n2)cc1	-8.5	-17.6
CCOc1cc(-c2cc(N)n[nH]2)cc(OCC)c1OCC	x	-6.0
COc1ccc(C(C[N+](=O)[O-])c2c(-c3ccccc3)cc3ccccn23)c(OC)c1 (stereo unspecified)	8.8	x
Brc1ccc2[nH]c3nc(SCCN4CCOCC4)nnc3c2c1	x	2.5
CC(C)=CCC(C)(C)C1OCCN1C(=O)Nc1ccccc1 (stereo unspecified)	-2.8	-7.3
COC(=O)c1cccc(NC(=O)CSc2nnc(C)n2Cc2ccccc2)c1	3.0	-12.0
O=C(Nc1ccc(Br)cc1)c1cccn1-c1ncc(C(F)(F)F)cc1Cl	3.2	x
O=S(=O)(Cc1cc(Sc2ccccc2)nc(-c2ccccc2)n1)c1ccccc1	5.6	x

Given in CSV form: entries from further up
smiles,RmlCD inh mix,HIV RNase H inh
COCCNC(=O)C(C)N(c1ccc(OC)cc1)S(C)(=O)=O (stereo unspecified),-1.4,x
Cc1nnsc1NC(=O)OCC(C)(C)C,-11.8,x
